FBW7 activator – FBW7 E3 ligase activators, primary screen, biochemical, AlphaScreen, human. AID 1259310, 2017. normalized activity (activation), % at 26.1 µM. F-box/WD repeat-containing protein 7 (Homo sapiens), Q969H0. AlphaScreen FBW7–phospho-cyclin E peptide binding, activator screen. 0.13% of 650,000 active; in the data active = normalized activity above about 1.9%;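 note: purified mutant Fbw7 with reduced substrate affinity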
MITF primary – MITF inhibitors, primary screen, biochemical, AlphaScreen, human | Microphthalmia-associated transcription factor (Homo sapiens), O75030 | AlphaScreen MITF homodimerization, bead proximity signal | inhibition, % at 2.6 µM | 0.91% of 650,000 active; in the data active = inhibition above about 50%;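 note: 0% = vehicle wells with protein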
Target sequence (O75030 whole entry, looked up): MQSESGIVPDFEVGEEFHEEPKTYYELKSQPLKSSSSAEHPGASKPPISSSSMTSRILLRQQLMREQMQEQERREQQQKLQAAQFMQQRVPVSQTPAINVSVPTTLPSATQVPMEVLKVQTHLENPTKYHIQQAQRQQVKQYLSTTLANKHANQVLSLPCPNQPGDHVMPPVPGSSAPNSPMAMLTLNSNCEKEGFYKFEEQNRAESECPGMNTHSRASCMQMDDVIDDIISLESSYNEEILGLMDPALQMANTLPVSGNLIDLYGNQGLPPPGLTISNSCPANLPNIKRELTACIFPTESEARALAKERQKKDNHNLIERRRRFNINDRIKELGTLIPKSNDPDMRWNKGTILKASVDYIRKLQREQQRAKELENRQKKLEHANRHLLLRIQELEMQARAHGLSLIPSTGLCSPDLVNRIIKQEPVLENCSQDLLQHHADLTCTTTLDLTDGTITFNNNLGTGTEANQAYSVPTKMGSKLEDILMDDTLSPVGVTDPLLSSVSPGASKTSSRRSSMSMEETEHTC
GPR151 ag – activators of human GPR151, primary screen, cell-based, PathHunter beta-arrestin, luminescence. activation, % at 11.2 µM. 1% of 650,000 active. AID 1508602, 2020. PathHunter beta-arrestin GPR151 cells. G-protein coupled receptor 151 (Homo sapiens), Q8TDV0; in the data active = activation above about 4.9%;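 note: 0% = median of compound wells and 100% = cells with positive control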
Target sequence (Q8TDV0 whole entry, looked up): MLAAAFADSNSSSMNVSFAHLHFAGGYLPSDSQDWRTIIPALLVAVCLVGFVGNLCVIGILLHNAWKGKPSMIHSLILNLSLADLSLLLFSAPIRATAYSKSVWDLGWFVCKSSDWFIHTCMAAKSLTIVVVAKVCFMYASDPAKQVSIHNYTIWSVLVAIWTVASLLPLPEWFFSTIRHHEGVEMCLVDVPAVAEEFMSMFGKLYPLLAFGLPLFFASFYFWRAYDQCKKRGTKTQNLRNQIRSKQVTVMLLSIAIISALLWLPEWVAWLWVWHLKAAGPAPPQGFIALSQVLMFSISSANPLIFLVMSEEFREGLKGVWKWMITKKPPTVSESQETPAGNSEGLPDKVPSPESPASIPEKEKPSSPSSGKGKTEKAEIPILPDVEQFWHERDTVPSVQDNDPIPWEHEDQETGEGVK
TEAD-YAP block – TEAD-YAP interaction inhibition, primary screen, TEAD-YAP interaction inhibitor project, luminescence, HEK-TIYL cells; TEAD-Gal4/YAP UAS-luciferase luminescence; 1.4% of 640,000 active; AID 1259422, 2018; inhibition, % at 9.12 µM; in the data active = inhibition above about 32%;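 note: 0% = median of test compound wells and 100% = reference inhibitor wells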
Numbers without * were called inactive; & = joins results of further samples; ! = not confirmed by another sample.

Under each structure – FBW7 activator, MITF primary, GPR151 ag, TEAD-YAP block
- COC(=O)CSC1=C(C#N)C(c2ccc3c(c2)OCO3)CC(=O)N1 (stereo unspecified)
    0.0, 7, 3.7, 3
- Cc1noc(C)c1-c1cn2c(NC(=O)c3ccncc3)c(C)nc2cn1
    0.3, 16, 0.3, 0
- Cc1cc(N(CC(=O)Nc2cccc(C)c2C)S(C)(=O)=O)ccc1Br
    0.1, 10, -0.9, 7
- Cc1cc(C)c2nc(NCCNC(=O)NCc3ccccc3)c(C#N)cc2c1
    0.2, 2, 1.2, 4
- Cc1ccc(OCCOc2ccc(/C=C3/C(=N)N4N=C(Cc5ccccc5)SC4=NC3=O)cc2)cc1
    0.3, -10, 0.6, -20
- CC(=O)c1ccc(S(=O)(=O)NCC2(N3CCOCC3)CCCCC2)cc1
    -0.5, -8, -1.2, -1
- N#CC1=C(N)Oc2nc[nH]c(=O)c2C1c1ccccc1C(F)(F)F (stereo unspecified)
    -0.3, 2, -1.6, 2
- Nc1nc(-c2ccccc2)cc(-c2ccccc2O)n1
    0.0, 7, -0.1, 11
- CCOC(=O)C1(CC2CCCCO2)CCN(S(=O)(=O)c2cc(C)sc2C)CC1 (stereo unspecified)
    -0.1, -8, -0.4, -2
- CS(=O)(=O)Nc1cccc(-c2cnc(Nc3ccc(Cl)c(Cl)c3)c3nccn23)c1
    0.3, 13, 1.4, -5
- Cc1cnc(NC2CCN(Cc3ccccc3)CC2)nc1NCCN(C(C)C)C(C)C
    0.3, 16, -0.8, 3
- CCOC(=O)C1CCN(c2nc(C)nc3c2CN(S(C)(=O)=O)CC3)CC1
    0.1, -2, 0.0, 5
- CCC1=NN2C(=N)/C(=C/c3cc(Br)c(OCCOc4ccccc4)c(OC)c3)C(=O)N=C2S1
    0.0, 14, 1.2, -6
- Cc1ccccc1-n1cc(CNC(=O)CN2Cc3ccccc3OC(C)C2)cn1 (stereo unspecified)
    0.8, 14, 1.9, 3
- COc1ccc(N2CCN(c3ncnc4sc(C(=O)Nc5ccc(F)cc5)c(C)c34)CC2)cc1
    -0.2, -10, -0.3, 0
- COc1ccc(CCNC(=O)CSc2nnc3c(n2)[nH]c2ccccc23)cc1OC
    0.4, 5, -0.4, 2
- CCOC(=O)c1nc(Nc2ccc(C)cc2)c2ccccc2n1
    -0.2, -7, -1.3, -1
- O=C(Cn1nnc(-c2cccc(C(F)(F)F)c2)n1)NCc1ccccc1
    0.2, 2, -0.8, -6
- CC(=O)c1ccc(NC(=O)c2nn3c(C(F)(F)F)cc(-c4ccc(C)cc4)nc3c2Cl)cc1
    0.0, -6, -0.4, -9
- COC(=O)c1ccc(N2C(=O)CC(NCCc3ccc(S(N)(=O)=O)cc3)C2=O)cc1 (stereo unspecified)
    0.2, 19, -0.4, -4
- CCOc1ccc(N2C(=O)CC(Sc3nc4ccc(OCC)cc4s3)C2=O)cc1 (stereo unspecified)
    0.0, 10, 1.1, -3
- CCOCCOC(=O)C1=C(C)NC2=C(C(=O)CC(c3cccs3)C2)C1c1cc(OC)c(OC)cc1OC (stereo unspecified)
    0.1, 9, -1.2, 3
- COc1cccc(CN2CCN(C(=O)C(OC)c3ccccc3)[C@@H](C)C2)c1 (stereo partly specified)
    0.1, 4, -0.2, 0
- COC(=O)CN(c1ccc(F)cc1)S(=O)(=O)c1ccc(C)cc1
    0.0, 9, 0.0, 5
- O=C1NN(c2ccccc2)C(=O)/C1=C/c1ccc(-c2ccccc2F)o1
    -0.1, -9, 0.5, -22
- Cc1cccc(-c2nnc(-c3ccc(NC(=O)C4CC4)cc3)o2)c1
    -0.2, -2, -0.6, -13
- CCOC(=O)C(NC(=O)/C(=C\c1ccc(F)cc1)NC(=O)c1ccccc1)C(C)C (stereo unspecified)
    0.2, 17, 7.5*, 13
- COc1cccc(C2C(C(=O)N3CCCCC3)=C(C)Nc3nc4ccccc4n32)c1 (stereo unspecified)
    -0.1, -2, -0.2, 2
- CC(C)(C)c1ccc(C(=O)N2N=C(c3cccnc3)CC2(O)C(F)(F)F)cc1 (stereo unspecified)
    0.0, -16, 1.0, 9
- Cc1cc(NC(=O)CCN2CCCCCC2)ccc1Br
    -0.5, -2, 0.3, -5

Some of the entries above in another layout.
molecule | FBW7 activator | MITF primary | GPR151 ag | TEAD-YAP block
COc1cccc(CN2CCN(C(=O)C(OC)c3ccccc3)[C@@H](C)C2)c1 (stereo partly specified) | 0.1 | 4 | -0.2 | 0
COC(=O)CN(c1ccc(F)cc1)S(=O)(=O)c1ccc(C)cc1 | 0.0 | 9 | 0.0 | 5
O=C1NN(c2ccccc2)C(=O)/C1=C/c1ccc(-c2ccccc2F)o1 | -0.1 | -9 | 0.5 | -22
Cc1cccc(-c2nnc(-c3ccc(NC(=O)C4CC4)cc3)o2)c1 | -0.2 | -2 | -0.6 | -13
CCOC(=O)C(NC(=O)/C(=C\c1ccc(F)cc1)NC(=O)c1ccccc1)C(C)C (stereo unspecified) | 0.2 | 17 | 7.5* | 13
COc1cccc(C2C(C(=O)N3CCCCC3)=C(C)Nc3nc4ccccc4n32)c1 (stereo unspecified) | -0.1 | -2 | -0.2 | 2

More compounds.
Under each structure – FBW7 activator, MITF primary, GPR151 ag, TEAD-YAP block
- Cc1cccc(C(=O)Nc2ccc(N(C)C)cc2)c1
    0.0, 11, -6.8, 0
- Cc1cccc(C)c1NC(=O)CSc1nnc(NC(=O)C2CC2)s1
    0.2, -2, 0.4, -6
- O=C1N=c2ccc([N+](=O)[O-])cc2=C1c1sc(NS(=O)(=O)c2ccccc2)nc1O
    -0.3&0.1, 64*!, 0.0&-1.6, 8&8
- CCOC(=O)c1sc(N)c(C(=O)OCC)c1C
    -0.2, 3, -0.9, -34
- CCOC(=O)c1c(NC(=O)C2C3C=CC(CC3)C2C(=O)O)sc2c1CC(C)CC2 (stereo unspecified)
    -0.2, 30, 2.5, 0
- CC1(C)CC(=O)C(/C=N/Nc2n[nH]c(=O)[nH]c2=O)=C(O)C1
    -0.7, 95*, -0.9, -15
- COc1ccc(CN(C(C)=O)C2CC(=O)N(c3ccc(Cl)cc3)C2=O)cc1 (stereo unspecified)
    0.0, -8, 1.4, 4
- COCCC(=O)Nc1ccc2c(c1)CN(C(=O)CCOC)CC2
    -0.1, -3, -1.1, -6
- Cc1ccc(-c2nnc(CCC(=O)N(C)Cc3ccsc3)o2)s1
    -0.2, 0, 1.8, -15
- O=C(Nc1ccccc1O)/C(=C\c1ccccc1)NC(=O)c1ccccc1
    0.0, 9, -1.3, 10
- COc1cc(/C=C2\N=C(c3cc(OC)c(OC)c(OC)c3)OC2=O)cc(OC)c1OC
    -0.1, 0, -0.4, 4
- Cc1ccc(CNC(=O)C(NS(=O)(=O)c2ccc3c(c2)oc(=O)n3C)C(C)C)cc1 (stereo unspecified)
    0.1, -10, 1.1, -8
- COc1ccc(CCNC(=O)C(Cc2ccccc2)NS(=O)(=O)c2ccc(Br)cc2)cc1OC (stereo unspecified)
    0.5, 9, -0.6, 12
- COc1ccc([N+](=O)[O-])cc1NC(=O)CN(c1cc(C)ccc1C)S(C)(=O)=O
    -0.1, -9, 0.0, 4
- CC(C)C[C@H]1NC(=O)[C@@H]2C[C@H](NC(=O)c3c(Cl)cccc3Cl)CN2C1=O
    -0.1, -4, 0.0, -13
- Cc1ccccc1N1CCN(CC(=O)Nc2ccc(OC(F)(F)F)cc2)CC1
    -0.2, -7, 0.5, 8
- CCCNc1ncnc2c1nc(-c1cccc(N)c1)n2C(C)C
    0.0, -4, 3.1, -3
- COc1ccc(NC(=O)C(=O)NCc2ccccc2)cc1OC
    0.1, 13, -0.6, 3
- O=C(CCC1CCCCC1)Nc1cccc(-c2ccc3nncn3n2)c1
    0.1, 3, 1.1, 1
- CCOC(=O)N1CCN(C(=O)c2ccc(NCc3ccc(F)cc3)c(S(=O)(=O)Nc3cccc(C(F)(F)F)c3)c2)CC1
    0.0, 9, 1.3, 2
- CN1C(=O)/C(=C/c2ccc3c(c2)OCO3)SC1=S
    0.0, 0, -0.8, -2
- COc1ccc(OCCCNC(C)c2ccccc2)cc1 (stereo unspecified)
    0.0, -5, -0.5, -4
- O=C(CSc1nc2ccc(NC(=O)c3ccccc3Br)cc2s1)NCC1CCCO1 (stereo unspecified)
    -0.2, 3, -0.4, -17
- Cn1c(=O)c(=O)n(C)c2cc(S(=O)(=O)CCC(=O)NCCc3ccccc3)ccc21
    -0.1, 5, -0.8, -5
- COc1ccc(-n2c3nc(=O)[nH]c(=O)c-3cc3c(Cl)cccc32)cc1
    0.1, -1, 1.4, 16
- NC(=O)c1oc2ccccc2c1NC(=O)c1cccc2ccccc12
    0.1, 23, 1.5, 2
- COc1ccc(NC(=O)C/C(C)=N/NC(=O)c2cc3ccccc3cc2O)c(OC)c1
    -0.1, 4, -0.3, 13
- CCOC(=O)N1CC=C2C(C#N)=C(N)C(C#N)(C#N)C(c3ccoc3)C2C1 (stereo unspecified)
    0.5, 21, -1.7, -4
- CCOc1ccc2ccccc2c1C(=O)N1CCOCC1
    0.0, 4, 0.0, 8
- COc1ccc(CCNC(=O)CSc2nncs2)cc1
    0.1, -6, -0.9, -12
- O=C(Nc1nc(-c2ccccc2)cs1)NC1CCCCC1
    0.7, 11, 0.0, -18
- Cc1ccc(S(=O)(=O)NCc2ccccc2)cc1-c1nnc2c3ccccc3c(C)nn12
    0.3, 19, -0.2, -2
- Cc1ccn2c(c1)nc(=S)n2C(=O)c1ccco1
    -0.1, 2, 0.2, -56
- Cc1ccc(S(=O)(=O)c2nc(C)oc2N(C)C)cc1
    -0.1, 11, 0.4, 0
- O=C(CCC1CCCN(C(=O)COc2ccccc2)C1)N1CCN(c2ccccn2)CC1 (stereo unspecified)
    0.1, 1, -0.5, 16
- CCCCOc1ccc(NC(=O)C(=O)NC)cc1
    0.8, 19, -0.5, -8
- Cc1ccc(CN2CCNC(=O)C2CC(=O)NC2CCCCCC2)o1 (stereo unspecified)
    0.0, 8, 1.0, -1
- COc1ccc(OC)c(Nc2c(-c3ccc(C)c(C)c3)c(=O)c2=O)c1
    -0.2, 4, 0.8, 19
- Cc1ccccc1NS(=O)(=O)c1ccc2c(c1)C(=NO)c1cc(S(=O)(=O)Nc3ccccc3C)ccc1-2
    0.1, 8, 1.2, -23
- CC(C)(C)c1ccc(C(=O)N/N=C/c2ccc3c(c2)OCO3)cc1
    0.0, -11, -0.9, -5
- CCc1nnc(NC(=O)/C=C/c2c(Cl)cccc2Cl)s1
    -0.1, 9, 0.6, 11
- O=c1[nH]c(=O)n(-c2ccc(Cl)cc2)c(O)c1C=NC(CO)(CO)CO
    0.2, 2, 0.5, 8
- CC1CCCN(C(=O)CSc2nc3ccccc3n2CC(=O)N2CCCCC2)C1 (stereo unspecified)
    0.2, -6, 0.1, 0
- C=CCCC(=O)N1CCC(C2(CCC(C)C)NC(=O)NC2=O)CC1 (stereo unspecified)
    0.0, 1, 0.3, -7
- COc1cc(OC)cc(C(=O)Nc2c3c(nn2-c2ccc(C)cc2C)CSC3)c1
    0.1, 7, -0.5, 12
- C/C(CC(=O)NC1C2CC3CC(C2)CC1C3)=N\NC(=O)Cc1cccs1 (stereo unspecified)
    -0.1, 3, -0.8, -30
- COc1ccc(S(=O)(=O)N(CC(=O)NC2CCCCC2)c2ccc(C)cc2)cc1OC
    0.7, -13, -0.5, -19
- CCOc1ccccc1C1C(C#N)=C(SCC(=O)Nc2cccc(OC)c2)NC(C)=C1C(=O)OC (stereo unspecified)
    0.1, -6, -0.5, -9
- CCC(=O)N[C@@H]1c2ccccc2C2(CCN(Cc3cc(F)cc(F)c3)CC2)[C@H]1OC
    -0.4, -6, -0.9, 1
- CC(=O)Nc1ccc(NS(=O)(=O)c2ccc3c(c2)CCC(=O)N3)cc1
    0.0, 8, 0.1, 12
- O=S(=O)(c1ccccc1Cl)N1CCC(n2nnc3ccccc32)CC1
    0.1, 18, 0.4, -2
- CCn1nc(C)c(CN2CCC(CCC(=O)NC3CC3)CC2)c1C
    -0.1, -6, -0.2, -3
- CNC(=O)Nc1ccc(C(C)(C)C)c(C)c1
    0.0, -7, -2.0, -26
- Cc1nn(C)c(C)c1-c1ncc(C(=O)NCCO)s1
    0.0, 13, 1.1, 6
- COC(=O)c1c(Cc2ccccc2Cl)c[nH]c1C
    -0.2, -11, 0.3, 0
- CCCC/C=C/c1cnc2ccc(NC3CCC(O)CC3)nn12 (stereo unspecified)
    0.1, 8, 1.0, -6
- CC(C(=O)NCC1CCCO1)C1Sc2ccccc2N(Cc2ccc(F)cc2)C1=O (stereo unspecified)
    0.0, -4, -0.2, 2
- O=C(Nc1ccc(-c2ccccc2)cc1)c1scc2c1CCCC2
    0.1, 13, -0.1, -30
- O=C(Nc1ccc2c(c1)-c1ccccc1C2)C1CC1
    0.1, 4, 0.9, -81
- CCCCOc1ccccc1C(=O)NC(=O)Nc1cccc(Cl)c1
    -0.1, 0, -0.5, 1

Additional entries follow:
Under each structure – FBW7 activator, MITF primary, GPR151 ag, TEAD-YAP block
- COc1ccc(NC(=O)CCCS(=O)(=O)c2nc(-c3ccccc3OC)cc(C(F)(F)F)n2)cc1OC
    1.0, 14, -0.1, 3
- CCCOc1cccc(/C=C2\SC(NC(C)=O)=NC2=O)c1
    0.3, 15, -2.5, -22
- Cc1noc(NS(=O)(=O)c2ccc(NC(=O)Nc3ccc(Cl)cc3)cc2)c1C
    0.2, -2, -1.4, 5
- COc1cccc(/C=C2\SC(N3CCOCC3)=NC2=O)c1OC
    0.0, 8, -0.1, -12
- CC(=O)COc1ccc2c(-c3cc4ccccc4oc3=O)cc(=O)oc2c1
    -0.2, -5, 0.6, -11

Assay outcomes as filed in PubChem.
